Assay outcomes: PubChem, National Center for Advancing Translational Sciences (NCATS)
Vif-APOBEC3G blk: inhibitors of Vif-APOBEC3G interaction; 0.076% of 410,000 active; HeLa A3G-eYFP + Vif (tagged APOBEC3G with the HIV-1 protein that degrades it), YFP fluorescence, overnight; Potency, µM (top dose mostly 46.1 µM), without a hit: top-dose activity, negative = active, most hits filed as inhibitors; AID 602310; Q9HC16;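 further: potency means the concentration at half of the fitted maximal effect; on the % scale 0 is the no-effect control and ±100 the full control effect; nearly all actives have a fitted effect of over 60% in size; hits raise eYFP signal because A3G escapes Vif-driven loss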
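HeLa cells stably expressing Vif and C-terminally eYFP-tagged A3G, seeded overnight at 37 deg C, then exposed to compound by pintool overnight at 37 deg C. Rise in yellow fluorescence (Ex 488/Em 500-530, Acumen) marks blocked Vif-driven A3G degradation.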
USP1 inh: blocks the human USP1/UAF1 deubiquitinase complex; recombinant USP1/UAF1, Ub-Rhodamine cleavage fluorescence; AID 743255; 0.23% of 390,000 active; O94782; Potency, µM (series often up to 57.1 µM), for inactives: top-dose activity change, negative = inhibition, most hits filed as inhibitors; further: potency means the concentration at half of the fitted maximal effect; on the % scale 0 is the no-effect control and ±100 the full control effect; nearly all actives have a fitted effect of over 60% in size; inactives centre near -12
Target sequence (O94782 whole entry, looked up): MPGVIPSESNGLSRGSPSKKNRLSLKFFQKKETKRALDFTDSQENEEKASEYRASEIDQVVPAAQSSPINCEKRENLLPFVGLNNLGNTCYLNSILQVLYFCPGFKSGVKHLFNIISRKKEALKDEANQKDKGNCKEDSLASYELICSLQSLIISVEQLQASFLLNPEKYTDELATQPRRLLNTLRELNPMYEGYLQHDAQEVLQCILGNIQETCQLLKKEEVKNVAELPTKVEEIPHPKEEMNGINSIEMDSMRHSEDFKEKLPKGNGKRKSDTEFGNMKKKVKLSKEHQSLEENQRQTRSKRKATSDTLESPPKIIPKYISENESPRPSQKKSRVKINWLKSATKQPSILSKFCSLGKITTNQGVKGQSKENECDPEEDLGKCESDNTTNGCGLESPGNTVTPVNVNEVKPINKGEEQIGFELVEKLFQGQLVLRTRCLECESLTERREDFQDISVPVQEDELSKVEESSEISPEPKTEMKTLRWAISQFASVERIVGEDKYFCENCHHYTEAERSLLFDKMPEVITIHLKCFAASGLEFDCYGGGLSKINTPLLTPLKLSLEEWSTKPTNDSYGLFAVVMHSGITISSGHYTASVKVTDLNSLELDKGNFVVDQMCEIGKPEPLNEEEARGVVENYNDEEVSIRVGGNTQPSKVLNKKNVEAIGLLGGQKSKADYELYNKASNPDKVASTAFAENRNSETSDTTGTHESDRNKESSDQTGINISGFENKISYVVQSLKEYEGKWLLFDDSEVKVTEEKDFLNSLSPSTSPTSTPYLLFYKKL
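High-throughput fluorogenic screen: 1nM USP1/UAF1 complex, Ub-Rho substrate 150nM final, 50mM HEPES pH 7.8 with 0.5mM EDTA, 0.1 mg/ml BSA, 1mM TCEP and 0.01% Tween-20.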
RGS4 inh: human RGS4 inhibition | AID 504845 | 0.039% of 390,000 active | Transcreener GDP fluorescence polarization, RGS4-accelerated GTP hydrolysis | P49798 | Potency, µM (titrated, usually from 114 µM), for the others: top-dose activity change, negative = inhibition, hits mostly inhibitors; further: potency means the concentration at half of the fitted maximal effect; on the % scale 0 is the no-effect control and ±100 the full control effect; nearly all actives have a fitted effect of over 75% in size; some results filed as inactive show a strong effect at the top dose
Target sequence (P49798 whole entry, looked up): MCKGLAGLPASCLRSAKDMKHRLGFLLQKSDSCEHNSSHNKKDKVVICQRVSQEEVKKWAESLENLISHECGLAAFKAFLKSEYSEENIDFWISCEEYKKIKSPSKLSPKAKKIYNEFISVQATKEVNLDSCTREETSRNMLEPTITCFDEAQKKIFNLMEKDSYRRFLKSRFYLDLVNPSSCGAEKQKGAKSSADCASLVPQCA
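MLSMR compounds (23 nl, pin-transferred) preincubated 10 min at room temperature with a 500nM (2x) first reagent, then RGS4 at 900nM (2x) plus Transcreener GDP mix added; fluorescence polarization (620/688 nm) read before and after 90 min at 30 °C.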
LDHA inh: inhibitors of human lactate dehydrogenase A; P00338; purified LDHA, NADH/diaphorase-resazurin fluorescence; stronger effect = lower value; activity change, % (values are at about 110 or 230 µM); 0.15% of 480,000 active; AID 1347041; in the data active means activity change below about -30%; inconclusive means mostly about -25% to -30%;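 further: plate controls were DMSO wells for no effect and wells without enzyme for full effect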
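Resorufin fluorescence (ex540/em590), read at 0 and 20 min after diaphorase/resazurin addition, reports the NADH left after a 5 min room-temperature reaction of 2 nM human LDH5 with 0.06 mM NADH and 0.2 mM pyruvate.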
Vif-APOBEC3F blk: blocks the Vif interaction with APOBEC3F; HeLa A3F-eYFP + Vif (tagged APOBEC3F with the HIV-1 protein that degrades it), YFP fluorescence increase; Potency, µM (top dose mostly 46.1 µM), inactives show top-dose activity, negative = active; 0.2% of 390,000 active; AID 602313; further: potency means the concentration at half of the fitted maximal effect; % of control where 0% means no effect; nearly all actives have a fitted effect of over 65% in size
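Fluorescence increase (Ex 488/Em 500-530) after overnight compound treatment at 37 deg C flags inhibition of Vif-driven A3F-eYFP loss in stable HeLa A3F-eYFP/Vif cells seeded overnight beforehand.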
rTrxR1 inhibitor: rat TrxR1 inhibition. O89049. recombinant rTrxR1, NADPH fluorescence consumption, selenite substrate. Potency, µM (doses to about 114 µM), for inactives: at the top dose activity change, negative = inhibition, usual class: inhibitors. 1% of 390,000 active; further: potency means the concentration at half of the fitted maximal effect; on the % scale 0 is the no-effect control and ±100 the full control effect; nearly all actives have a fitted effect of over 65% in size
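Rat TrxR1 (90 nM in the dispensed reagent) was pre-reduced with 400 uM NADPH for 5 min at room temperature, then incubated with compound for 15 min. After 400 uM selenite was added, NADPH fluorescence (Ex 340/Em 450 nm) was followed for 8 min.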
TrxR1 substrate: substrates of rat thioredoxin reductase 1 | purified TrxR1 substrate turnover, NADPH consumption readout | Potency, µM (highest dose often 114 µM), for inactives: top-dose activity change, negative = substrate turnover | 0.01% of 390,000 active | AID 588456; further: potency means the concentration at half of the fitted maximal effect; on the % scale 0 is the no-effect control and ±100 the full control effect; nearly all actives have a fitted effect of over 50% in size
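Rat TrxR1, dispensed at 90 nM, was prereduced with 400 uM NADPH (final) for 5 min at ~22 deg C, then incubated with compound 15 min before 400 uM selenite. A first-read NADPH fluorescence drop versus no-compound background flagged substrates.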
IDH1 R132H inh: human IDH1 R132H inhibition | O75874 | IDH1-R132H enzyme, NADPH consumption, diaphorase/resazurin fluorescence | Potency, µM (top dose mostly 76.6 µM), inactives show at the top dose activity change, negative = inhibition, most hits filed as inhibitors | 0.093% of 390,000 active; further: potency means the concentration at half of the fitted maximal effect; on the % scale 0 is the no-effect control and ±100 the full control effect; nearly all actives have a fitted effect of over 65% in size
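IDH1-R132H (0.5 ug/mL dispensed) in pH 7.5 Tris buffer was preincubated 30 min with compound, then given a substrate mix of 0.016 mM NADPH and 2 mM alpha-KG for 80 min at room temperature; remaining NADPH was read by diaphorase/resazurin fluorescence.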
Glioma ERSR ind: inducers of ER stress response in human glioma cells; U87-MG GRP78 promoter luciferase reporter, 16 h; Potency, µM, inactives show at the top dose activation, hits mostly activators; 0.02% of 420,000 active; AID 602332; further: potency means the concentration at half of the fitted maximal effect; series mostly up to about 76 µM; % of control where 0% means no effect; nearly all actives have a fitted effect of over 35% in size
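ERSR induction read as luciferase luminescence (Bright-Glo, 10 min at room temperature) in stably transfected human U87-MG glioma cells exposed to compounds for 16 h, using GRP78 as sensor.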
An asterisk follows results filed as active; ? = inconclusive; · = no result given; & = joins results of further samples; [ ] = another dose, or the depositor's remark. Unless noted, the call rests on the fitted dose curve; in most records, active means well fitted curve in the direction sought with a large enough effect; inconclusive means small, poorly fitted or top-dose-only effect, or another doubt; inactive means no such curve, though single readings can be large; an effect the other way counts as inactive or inconclusive.

SMILES	Vif-APOBEC3G blk	USP1 inh	RGS4 inh	LDHA inh	Vif-APOBEC3F blk	rTrxR1 inhibitor	TrxR1 substrate	IDH1 R132H inh	Glioma ERSR ind
O=S(=O)(N1CCCCCC1)N1CCN(S(=O)(=O)N2CCOCC2)CC1	0%	-2%	-10%	-3	-3%	23%[57.1 µM]	9%[57.1 µM]	2%	-3%
COc1cccc2sc(Nc3nc(-c4cc5ccccc5oc4=O)cs3)nc12	?	?	?	-3	0%	-10%	-5%	3%	-9%
O=C(CN1CCOCC1)Nc1cccc(Br)c1	1%	-9%	-10%	-5	0%	-22%	15%	1%	-5%
CCN(CC)c1ccc(C(=O)NNC(=O)c2cccn2C)cc1	-14%	-3%	-6%	-10	-16%	-1%	-6%	-3%	1%
CC(C)(C)c1ccc(C(=O)C[n+]2cccc(Br)c2)cc1	-1%	·	·	·	·	22%	8%	·	-5%
CCCCOc1ccc(C(C)NC(=O)CCS(=O)(=O)Cc2ccccc2F)cc1 (stereo not given)	-3%	-7%	6%	1	1%	0%	0%	2%	-5%
O=C(CSc1nc(-c2cccc(F)c2)[nH]c1-c1ccccc1)Nc1ccc2c(c1)OCO2	2%	-20%	-9%	2	-6%	9%	11%	7%	-7%
Cc1ccc(C)c(N2CCN(C(=O)CCc3nc(-c4cccc(C(F)(F)F)c4)no3)CC2)c1	2%	?	-8%	-16	6%	24%	-5%	-13%	?
CCCS(=O)(=O)N1CCN(Cc2ccccc2OCC)CC1	-1%	-14%	-9%	-15	4%	-16%	-8%	9%	-2%
O=C(Nc1cccc(F)c1)c1ccc(CSc2ccccc2)o1	3%	-18%	6%	-1	0%	39%	10%	13%	8%
CC(C)CN1CCN(Cc2cc(F)ccc2-n2cccn2)CC1CCO (stereo not given)	-9%	-1%	0%	-2	-2%	2%	0%	-3%	2%
Cc1cccc(C)c1NC(=O)CSc1nnc(C)n1-c1ccccc1	2%	-9%	-18%	-1	·	8%	5%	3%	-3%
CC(Oc1ccccc1)C(=O)Nc1oc(-c2ccco2)c(-c2ccco2)c1C#N (stereo not given)	-12%	?	?	3	?	-42%	-23%[57.1 µM]	8%	-4%
O=C(Nc1ccc(N2CCN(c3ccc(C(F)(F)F)cn3)CC2)nc1)c1cccs1	0%	-19%	8%	-7	-10%	25%[57.1 µM]	7%[57.1 µM]	16%	-9%
Cc1ccc([N+](=O)[O-])cc1N=Cc1ccc(Br)s1	-1%	-5%	-15%	-5	-1%	30%[57.1 µM]	7%[57.1 µM]	6%	-2%
CC1CC(=O)Nc2ccccc2N1C(=O)Cn1cnc2ccc(Br)cc2c1=O (stereo not given)	0%	-5%	17%	1	7%	-4%	3%	4%	-5%
CCOC(=O)c1c(C)[nH]c(C(=O)C(C)Sc2ccc(Cl)cc2)c1C (stereo not given)	0%	-16%	9%	-1	-1%	22%[57.1 µM]	-1%	1%	-2%
Clc1ccc(CSCCc2ccncc2)cc1	2%	-7%	-8%	-2	11%	-3%	-1%	10%	-2%
Cc1ccccc1CN1C(=O)CS/C1=N/N=C/c1ccco1	2%	-8%	-13%	-2	7%	?	-5%	9%	-2%
Cn1cc(C[C@H](NC(=O)OC(C)(C)C)C(=O)N[C@H](CO)Cc2ccccc2)c2ccccc21	-9%	-18%	-4%	-1	-5%	3%	1%	0%	-2%
Cn1c(=O)oc2cc(S(=O)(=O)N3CCC4(CC3)OCCO4)ccc21	-4%	-18%	-7%	-10	1%	0%	-4%	1%	-1%
O=C(COC(=O)Cc1ccsc1)Nc1ccc(Cl)cn1	-1%	-16%	-51%	-10	1%	-16%	-12%	3%	-2%
COC1=C(N2CCOCC2)C(=O)c2ccccc2C1=O	-4%	?	-17%	32	-16%	?	12%	7%	-2%
CCOC(=O)c1cc(C(=O)OCC)cc(-n2cc(O)c(C(=O)OCC)n2)c1	1%	-13%	-22%	-1	7%	15%	-7%[57.1 µM]	1%	-2%
CCC(Cc1ccccc1)NS(=O)(=O)c1ccc2c(c1)NC(=O)CO2 (stereo not given)	6%	-25%	11%[11.4 µM]	-2	-6%	10%	-1%	-12%	-3%
O=C(c1cc(S(=O)(=O)N2CCOCC2)c(Cl)cc1Cl)N1CCCC1	0%	-16%	-11%	-1	6%	-7%	-2%	2%	-4%
CC(C)(/C=N/O)/[N+]([O-])=C/c1ccccc1C(F)(F)F	1%	-4%	8%	-3	0%	-15%	-10%	6%	-2%
COc1ccc(OC)c(Cc2nnc(CCC(=O)NC3CCCCCCC3)o2)c1	4%	-7%	0%	1	9%	6%	3%	-1%	1%
Cc1c(S(=O)(=O)N2CCOCC2)c(=O)n(C)c(=O)n1C	6%	-11%	3%	-4	-3%	8%[57.1 µM]	5%[57.1 µM]	16%	-7%
CCN1C(=O)c2ccccc2Sc2ccc(C(=O)NC(C)C)cc21	-7%	?	19%	-10	-2%	9%	-2%	-1%	-1%
Cc1cc(C)n2nc(SCCCC(=O)c3ccccc3)nc2n1	-1%	-14%	4%	-3	7%	23%[57.1 µM]	-4%[57.1 µM]	6%	-4%
COc1cccc(C2Nc3ccc4ccccc4c3C3=C2C(=O)CC(C)(C)C3)c1OCC(=O)O (stereo not given)	1%	-25%	-5%	-3	2%	44%	416%[activator]	9%	2%
COc1ccc(S(=O)(=O)N(C)c2ccc(C(=O)NCC3CCCO3)cc2)cc1 (stereo not given)	-2%	-4%	-5%	-3	-5%	15%	1%	-1%	-5%
COC(=O)CNC(=O)CN1C(=O)N(c2ccccc2)C(N(O)C(=O)Nc2ccccc2)C1(C)C (stereo not given)	-4%	-16%	35%	-1	-6%	10%	7%[57.1 µM]	1%	6%
COc1ccc(-n2c(Cn3c(=O)sc4ccccc43)nnc2SC)cc1	-1%	-14%	-5%	-2	1%	17%[57.1 µM]	10%[57.1 µM]	-3%	-3%
O=C(c1ccc(CS(=O)Cc2ccccc2Cl)o1)N1CCN(c2ccccn2)CC1 (stereo not given)	-7%	-22%	-1%	-2	-11%	6%	3%	0%	3%

Retrieved by structure from above:
SMILES	Vif-APOBEC3G blk	USP1 inh	RGS4 inh	LDHA inh	Vif-APOBEC3F blk	rTrxR1 inhibitor	TrxR1 substrate	IDH1 R132H inh	Glioma ERSR ind
CC(C)(/C=N/O)/[N+]([O-])=C/c1ccccc1C(F)(F)F	1%	-4%	8%	-3	0%	-15%	-10%	6%	-2%
COc1ccc(-n2c(Cn3c(=O)sc4ccccc43)nnc2SC)cc1	-1%	-14%	-5%	-2	1%	17%[57.1 µM]	10%[57.1 µM]	-3%	-3%

New compounds follow.
SMILES	Vif-APOBEC3G blk	USP1 inh	RGS4 inh	LDHA inh	Vif-APOBEC3F blk	rTrxR1 inhibitor	TrxR1 substrate	IDH1 R132H inh	Glioma ERSR ind
O=c1ccn([C@@H]2O[C@H](COP(=O)(O)OP(=O)(O)O)[C@@H](O)[C@H]2O)c(=O)[nH]1	·	·	5%[56.9 µM]	·	·	18%[57.1 µM]	9%[57.1 µM]	·	-2%&2%
CCN(CC)C(=S)Nc1ccc2nc3n(c(=O)c2c1)CCCCC3	-5%	-12%	-19%	0	-3%	10%[57.1 µM]	11%[57.1 µM]	7%	-1%
CCOc1cc(C(=O)NCC(C)CN(C)C)cc(OCC)c1OCC (stereo not given)	5%	-3%	19%	-2	-7%	25%	12%	7%	0%
COc1ccc(C(CC(=O)Nc2nccs2)n2cccc2)cc1 (stereo not given)	-3%	-6%	10%	-1	?	-2%	-2%[57.1 µM]	-2%	1%
CCCCc1ccc(N=N/C(C(=O)Nc2cc(OC)c(NC(C)=O)cc2OC)=C(/C)O)cc1	0%	-21%	-33%	4	-2%	47%[57.1 µM]	18%[57.1 µM]	2%	-5%
CC1(C)CC(=O)N(CC(=O)N2CCN(c3ncccn3)CC2)c2ccccc2S1(=O)=O	1%	-12%	-36%	3	1%	13%[57.1 µM]	1%[57.1 µM]	12%	-4%
CCOc1cccc(-c2nn3c(-c4ccco4)nnc3s2)c1	1%	-20%	-36%	-3	8%	?	16%	0%	0%
Cc1ccc(CNC(=O)c2ccc(CSCc3ccc(Cl)cc3)o2)cc1	-1%	-30%	-12%	-1	-7%	1%[57.1 µM]	-1%[57.1 µM]	15%	-4%
Cn1c(=O)[nH]c(=O)c2c1nc(SCCN1CCOCC1)n2Cc1ccccc1	-1%	-4%	-11%	-2	·	7%	-2%	3%	-1%
COC(=O)c1ccc(C(=O)Nc2nc3cc(N)c(C)cc3s2)cc1	0%	-19%	-2%	3	5%	21%[57.1 µM]	2%	-8%	-1%
CCOc1ccc(-n2nc3cc(C)c(NC(=O)CC)cc3n2)cc1	2%	-4%	-3%	0	-7%	10%	3%	-8%	-1%
O=c1ccc2cc(S(=O)(=O)N3CCCC3)ccc2[nH]1	2%	-20%	-1%	0	10%	7%[57.1 µM]	0%[57.1 µM]	25%	-4%
O=C(CCCn1nnnc1CN1CCOCC1)N1CCC(c2ccccc2F)C1 (stereo not given)	3%	-5%	-17%[56.9 µM]	0	-1%	9%[57.1 µM]	7%[57.1 µM]	7%	-2%
CCS(=O)(=O)c1ccc2c(c1)N(S(C)(=O)=O)CC(C(=O)NN)O2 (stereo not given)	-3%	-12%	-23%	-4	-10%	17%[11.4 µM]	-21%[11.4 µM]	9%	-2%

This is a subset; rates above refer to the full screens.
